# Screens from PubChem.
# EPAC1 antag: EPAC1 (human) antagonism; O95398; EPAC1 GEF assay, Rap1b-BODIPY-GDP exchange fluorescence; Potency, µM (doses to about 115 µM), for inactives: top-dose activity change, negative = inhibition, actives largely listed as inhibitors; hit rate 0.14% among 360,000; AID 720709;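 note: potency is the fitted concentration of half-maximal effect; plate controls were vehicle for no effect and positive control for full effect; nearly all actives have a fitted effect of over 50% in size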
# PI5P4K alpha inh: blocks human PI5P4K alpha kinase activity; max response, %; hit rate 1.2% among 330,000; PI5P4Kalpha enzyme, ADP-Glo luminescence, 60 min; stronger effect = lower value; P48426; AID 652105; active = max response of -50% or lower; inconclusive = between -30% and -50%; inactive = -30% or higher; note: value at the top dose of about 77 µM; % is set by controls: 0 for no effect and ±100 for the full control effect
#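 PI5P4Kalpha ADP-Glo assay; 5 microM ATP final; 60 min RT reaction; HEPES pH 7.4/EGTA/CHAPS, 5% DMSO; controls lacking substrate or enzyme; luminescent end-point.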
# EPAC1 ag: EPAC1 (human) agonism; O95398; EPAC1 agonist qHTS, biochemical assay; response scale: 100% = response to 6.5 mM cAMP; Potency, µM (series often up to 154 µM), without a hit: at the highest dose activation, most hits filed as activators; hit rate 0.073% among 360,000; note: potency is the fitted concentration of half-maximal effect; nearly all actives have a fitted effect of over 60% in size
#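 Nucleotide exchange by EPAC1 (100 nM) on Rap1B–BODIPY-GDP (250 nM) in the presence of 50 uM GDP is tracked fluorescently at 480/540 nm over 30 min. Signals are normalized to a 6.5 mM cAMP control.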
# PLK1 PBD inh: inhibitors of human PLK1 polo-box domain binding; P53350; Plk1 PBD binding of FITC phosphopeptide, fluorescence polarization; Potency, µM, for the others: max response, negative = inhibition, usual class: inhibitors; hit rate 2.8% among 360,000; AID 720504; note: potency is the fitted concentration of half-maximal effect; series mostly up to about 57 µM; % is set by controls: 0 for no effect and ±100 for the full control effect; nearly all actives have a fitted effect of over 65% in size
# CCT modulator: changes cytosolic chaperonin activity. purified chaperonin ATPase assay, HTRF ADP detection, 30 min. activity change, % (no concentration beside the values), hits read low. hit rate 0.3% among 360,000; in the data active = activity change below about -30%; note: % is set by controls: 0 for no effect and ±100 for the full control effect
#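 First, chaperonin was dispensed at 40 nM or 20 nM final depending on batch activity. Next, compounds were pinned at 76 uM and ATP added at 10 uM. After 30 min at 37 °C, ADP detection reagents ran 30 min at ambient temperature.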
# WRN inhibitor: inhibitors of human WRN helicase; Q14191; WRN helicase unwinding, fluorescent forked duplex, kinetic; Potency, µM (doses to about 114 µM), for the others: at the highest dose activity change, negative = inhibition, usual class: inhibitors; hit rate 0.46% among 360,000; AID 651768; note: potency is the fitted concentration of half-maximal effect; % is set by controls: 0 for no effect and ±100 for the full control effect; nearly all actives have a fitted effect of over 55% in size
#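 WRN at 20 nM final preincubated with compound 15 min at room temperature; reaction started with 100 nM fluorophore/quencher forked duplex oligonucleotide and 2 mM ATP final. Unwinding followed kinetically by red fluorescence (ex 525, em 598 nm).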
# EPAC2 ag: EPAC2 (human) agonism. Q8WZA2. EPAC2 activation, biochemical qHTS; response scale: 100% = 6.5 mM cAMP response. Potency, µM (top dose mostly 154 µM), for inactives: at the top dose activation, hits mostly activators. hit rate 0.079% among 360,000. AID 720711; note: potency is the fitted concentration of half-maximal effect; nearly all actives have a fitted effect of over 50% in size
# Target sequence (Q8WZA2 whole entry, looked up): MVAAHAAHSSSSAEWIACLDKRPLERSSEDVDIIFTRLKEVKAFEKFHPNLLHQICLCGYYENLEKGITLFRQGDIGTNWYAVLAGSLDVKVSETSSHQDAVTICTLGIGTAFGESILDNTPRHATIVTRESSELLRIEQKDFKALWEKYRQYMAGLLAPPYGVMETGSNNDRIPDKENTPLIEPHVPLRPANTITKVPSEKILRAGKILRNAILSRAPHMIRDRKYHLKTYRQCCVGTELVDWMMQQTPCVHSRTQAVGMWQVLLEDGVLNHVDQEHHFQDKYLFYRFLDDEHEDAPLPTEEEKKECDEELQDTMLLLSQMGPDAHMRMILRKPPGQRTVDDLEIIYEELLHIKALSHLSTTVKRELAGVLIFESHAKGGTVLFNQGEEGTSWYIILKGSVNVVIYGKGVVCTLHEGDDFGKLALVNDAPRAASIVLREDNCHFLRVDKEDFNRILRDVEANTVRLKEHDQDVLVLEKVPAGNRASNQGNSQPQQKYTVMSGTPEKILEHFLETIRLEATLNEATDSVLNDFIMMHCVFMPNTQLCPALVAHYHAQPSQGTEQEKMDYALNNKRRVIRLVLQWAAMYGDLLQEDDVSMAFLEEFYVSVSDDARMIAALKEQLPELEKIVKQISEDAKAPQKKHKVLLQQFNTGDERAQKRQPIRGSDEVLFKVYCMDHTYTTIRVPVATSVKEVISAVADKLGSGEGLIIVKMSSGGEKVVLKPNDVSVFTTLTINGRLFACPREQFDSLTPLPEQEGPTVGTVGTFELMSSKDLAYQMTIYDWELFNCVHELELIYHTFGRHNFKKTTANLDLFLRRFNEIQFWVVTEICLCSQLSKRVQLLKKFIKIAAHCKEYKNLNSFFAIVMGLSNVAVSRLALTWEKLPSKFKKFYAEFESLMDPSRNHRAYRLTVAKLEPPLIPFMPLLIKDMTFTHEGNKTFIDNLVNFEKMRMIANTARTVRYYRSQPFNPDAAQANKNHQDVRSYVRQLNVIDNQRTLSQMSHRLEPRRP
#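 Nucleotide exchange monitored as fluorescence drop when BODIPY-GDP leaves Rap1B. Reaction: 100 nM EPAC2, 250 nM RAP1B-BODIPY-GDP, 50 uM GDP, room temperature, kinetic read over 30 min. Activity expressed relative to 6.5 mM cAMP.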
# IL2 activator: activators of IL-2 | IL-2 activation reporter assay, cell-based qHTS; stimulated with anti-CD3/CD4/CD28 beads; in transgenic mouse T cells | activation, % (series mostly up to about 46 µM) | hit rate 0.065% among 360,000; in the data active = activation above about 50%; inconclusive = mostly about 30% to 49%; note: 0% is about no effect
#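 Quantitative HTS in unstimulated transgenic mouse T cells, with memory T cells as non-tolerant control and PMA/ionomycin as tolerance-bypass control. Compound pretreatment lasted 60 minutes before 18 h bead stimulation; EGFP/DsRed fluorescence read.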
# An asterisk follows results filed as active; ? = inconclusive; · = no result given; [ ] = another dose, or the depositor's remark. Unless noted, calls come from the whole dose curve; as a rule, active = well fitted curve in the direction sought with a large enough effect; inconclusive = small, poorly fitted or top-dose-only effect, or another doubt; inactive = no such curve, though single readings can be large; an effect the other way counts as inactive or inconclusive. Some of the compounds tested; count on the stated rates, not on these rows.
SMILES,EPAC1 antag,PI5P4K alpha inh,EPAC1 ag,PLK1 PBD inh,CCT modulator,WRN inhibitor,EPAC2 ag,IL2 activator
CC(NC(=O)CCc1ccccc1)c1ccc2c(c1)OCO2 (centres undefined),6.9%,-3.0,11.6%,-8.2%,-1.2,-0.2%,11.2%,1.2
c1ccc(CCNc2nc(-c3ccccn3)cs2)cc1,-8.9%,-2.3,0.2%,-19.8%,-0.1,3.6%,3.7%,-0.2
O=C(Nc1nc(-c2cc(Cl)sc2Cl)cs1)c1ccc(Br)s1,-0.8%,-2.9,4.9%,-2.1%,1.7,-8.0%,10.2%,0.7
O=S1(=O)N=C(N(CCO)/N=C/C=C/c2ccccc2)c2ccccc21,-26.9%,-6.7,6.6%,-6.7%,-2.6,-22.6%,9.9%,-3.2
CC(C)Cc1nc2sc3c(=O)[nH]cnc3c2c2c1CCCC2,-12.9%,0.5,7.2%,-10.4%,-0.4,-0.2%,5.7%,-0.3
O=C(COC(=O)C1CC2CCCC(C1)C2=O)NNC(=O)c1ccccc1F (centres undefined),0.7%,0.4,6.5%,2.1%,1.7,2.4%,1.9%,-2.9
Cc1nc2sc(C(c3ccco3)N3CCc4ccccc4C3)c(O)n2n1 (centres undefined),0.8%,·,10.3%,?,0.6,-34.8%,3.9%,-0.3
O=C(NCC(c1ccco1)N1CCCCC1)c1ccc([N+](=O)[O-])s1 (centres undefined),-6.8%,-10.2,5.4%,-9.6%,-1.6,-6.9%,14.9%,1.5
COc1cccc(-c2nnc(NC(=O)c3ccc4ncsc4c3)o2)c1,2.0%,-17.5,9.6%,-24.2%,-1.0,-16.9%,6.1%,-2.3
O=C(Nc1cccc(OC(F)(F)F)c1)C1Cc2c(-c3ccccc3Oc3ccccc3)ccnc2O1 (centres undefined),-10.8%,27.1,-14.5%,-0.5%,-0.9,-7.8%,-0.8%,-0.6
CC(=O)N1N=C(c2ccccc2)CC1c1ccc(F)cc1 (centres undefined),-10.3%,-0.6,12.0%,-10.3%,-1.4,-3.3%,4.7%,0.5
O=S(=O)(c1ccccc1)N1N=C(c2cccs2)CC1c1ccc(F)cc1 (centres undefined),-8.3%,6.1,10.1%,21.2µM*,-0.8,-1.3%,1.7%,0.2
CS(=O)(=O)c1ccc2nc(NC(=O)CN3CCC(Cc4ccccc4)CC3)sc2c1,-7.6%,-5.9,-2.5%,-10.4%,3.4,-1.0%,-4.9%,0.2
O=C(c1cc2ccccc2o1)N1CCN=C1SCc1cccnc1,2.9%,-4.1,-3.6%,-5.4%,-0.3,4.5%,-3.3%,-2.5
Cc1cnc(C(=O)OCC(=O)c2csc(N3CCCCC3)n2)cn1,1.6%,-60.1*,9.5%,-14.0%,-2.4,?,-3.1%,-1.3

# A different layout for some results above:
smiles | EPAC1 antag | PI5P4K alpha inh | EPAC1 ag | PLK1 PBD inh | CCT modulator | WRN inhibitor | EPAC2 ag | IL2 activator
O=C(NCC(c1ccco1)N1CCCCC1)c1ccc([N+](=O)[O-])s1 (centres undefined) | -6.8% | -10.2 | 5.4% | -9.6% | -1.6 | -6.9% | 14.9% | 1.5
COc1cccc(-c2nnc(NC(=O)c3ccc4ncsc4c3)o2)c1 | 2.0% | -17.5 | 9.6% | -24.2% | -1.0 | -16.9% | 6.1% | -2.3
O=C(Nc1cccc(OC(F)(F)F)c1)C1Cc2c(-c3ccccc3Oc3ccccc3)ccnc2O1 (centres undefined) | -10.8% | 27.1 | -14.5% | -0.5% | -0.9 | -7.8% | -0.8% | -0.6

# Continued.
SMILES,EPAC1 antag,PI5P4K alpha inh,EPAC1 ag,PLK1 PBD inh,CCT modulator,WRN inhibitor,EPAC2 ag,IL2 activator
Cc1ccc(C(C#N)c2ccc(C(=O)c3ccc(F)cc3)cc2)cc1 (centres undefined),6.8%,-0.5,16.6%,-11.4%,-2.1,-3.8%,8.3%,0.9
CC1(C)O[C@H]2OC([C@H](O)CON3C(=O)c4ccccc4C3=O)[C@H](O)[C@H]2O1 (some centres undefined),10.3%,-11.3,-7.5%,-7.7%,-1.7,7.3%,3.9%,0.6
CCCc1nnc(SCC(=O)N2CCOCC2)n1CC1CCCO1 (centres undefined),-2.2%,5.4,4.7%,5.8%,-0.6,-4.5%,3.0%,0.8
CC(C)C[C@H](NC(=O)N1CCN(c2ccccc2)CC1)C(=O)O,3.0%,·,2.4%,3.2%,-1.8,-5.0%,5.8%,1.0
COC(=O)c1ccc2c(c1)N(Cc1nc(-c3ccc(Cl)cc3)oc1C)C(=O)C1CCCN21 (centres undefined),-14.8%,-14.5,6.3%,16.4%,1.9,3.9%,-3.6%,-1.2
CCc1nn(C)c(-c2n[nH]c(=S)n2N)c1Cl,1.7%,-9.6,-1.8%,-3.5%,-2.8,1.7%,3.0%,1.8
Cc1cc(C)c2c(c1)cc(C)c1nnc(SCC(=O)N3CCCc4ccccc43)n12,-9.5%,-1.1,-3.4%,-2.3%,1.4,3.3%,-1.7%,1.3
Cc1cc(C)c(C2=CSC3=NS(=O)(=O)CCN23)c(C)c1,-19.2%,3.7,7.0%,-6.4%,-0.2,3.4%,5.4%,0.1
O=C(Cn1[nH]c(=O)c2ccccc2c1=O)Nc1ccc(-c2nnc3n2CCCCC3)cc1,-3.3%,-6.3,9.8%,3.8%,-2.2,-7.9%,8.5%,-1.1
COc1ccc(C2c3ccc(O)cc3Oc3ncn4nc(-c5cccnc5)nc4c32)cc1OC (centres undefined),-7.6%,-1.1,11.6%,-12.5%,-1.4,-13.5%,17.6%,0.3
CC(Oc1ccccc1)C(=O)N=C1SC2CS(=O)(=O)CC2N1c1cccc(F)c1 (centres undefined),12.5%,-5.0,-5.4%,-4.3%,-1.0,5.4%,0.4%,-2.7
CCN1CCN(C(=O)Cn2ncc3c([nH]c4ccc(C)cc43)c2=O)CC1,3.6%,1.8,7.3%,-14.7%,-1.8,-1.4%,4.4%,1.6
COCCNC(=O)COc1ccc(Oc2ccccc2)cc1,10.8%,-0.1,3.4%,-0.5%,-2.0,-1.9%,4.0%,-1.3
Nc1ccc(N2N=C(N3CCCC3)CC2=O)cc1,0.7%,-26.8,5.1%,4.1%,-0.6,2.4%,0.3%,-1.8
COC(=O)CSc1nc(C)c(C)c(C)c1C(N)=O,1.9%,-3.8,1.2%,2.1%,-1.5,-2.3%,2.8%,-1.3
c1ccc(C2CC(c3cccs3)n3nnnc3N2)cc1 (centres undefined),13.7%,-0.5,-8.0%,-3.5%,0.6,9.8%,-1.8%,-4.8
O=C(CSC1CC(=O)N(c2ccc(C(=O)O)cc2)C1=O)Nc1ccc2ccccc2c1 (centres undefined),16.6%,0.3,-4.5%,-8.9%,-13.6,15.6%,3.5%,-1.0
CCN(CC)C(=O)Cn1c(=O)n(CC(=O)N2CCCCC2)c(=O)c2sccc21,16.7%,-4.5,-1.2%,-0.1%,-1.4,1.3%,2.3%,-1.0
CN=C(C)c1c(O)c2ccccc2oc1=O,-2.6%,·,0.5%,-1.2%,-0.8,-10.9%,8.1%,-1.4
COC(=O)c1[nH]c2ccccc2c1NS(=O)(=O)c1ccc(OC)cc1OC,2.0%,·,0.1%,2.4%,-1.8,4.0%,-4.0%,0.6
CCC1(c2ccccc2)CN(C)C1=O (centres undefined),-9.4%,0.5,-2.0%,-7.7%,-2.1,9.5%,1.4%,-3.4
COc1cc(/C=C/C(=O)N2c3ccccc3Sc3ccc(C(F)(F)F)cc32)cc(OC)c1OC,9.0%,-4.8,-1.8%,-5.7%,0.7,8.1%,5.8%,-0.4
Cc1cc2c(cc1S(=O)(=O)N1CCCCC1)OCC(=O)N2,9.0%,-2.3,-0.8%,-10.5%,-2.8,2.8%,20.6%,1.3
CC(C)(C)OC(=O)C[C@H]1C/C=C\C[C@H](CC(=O)NCCO)C(=O)NC[C@H](c2ccccc2)OC1=O,-0.5%,-0.9,9.6%,-4.2%,-1.1,-0.8%,-5.0%,0.0
COC(=O)c1c(C(=O)OC)c2ccccn2c1C(=O)c1ccc([N+](=O)[O-])cc1,-1.1%,?,4.0%,-8.0%,-2.1,5.4%,18.8%,-3.9
O=C(CSC1=NCCS1)Nc1ccc(F)cc1,-1.1%,-0.2,4.1%,-26.7%,0.1,-2.1%,14.1%,-0.6
O=C(O)COc1ccc(/C=N/NC(=O)c2cn(-c3ccccc3)nc2-c2ccccc2)cc1,11.5%,-9.5,4.4%,-10.5%,0.6,-1.7%,1.8%,-0.4
CCCCN(C)C(=O)c1cn(-c2cccc(OC)c2)c(=O)c2ccccc12,-1.0%,-0.4,1.6%,3.2%,-1.5,2.8%,0.7%,1.4
O=C1N(Cc2cccc(Cl)c2)C[C@@H]2C[C@@H](c3cccn3-c3nccs3)N3CCC[C@@]123,?,-3.8,7.4%,0.0%,-2.9,2.3%,3.9%,-0.5
COc1ccccc1NC(=O)C(C)OC(=O)C1CCC(C(C)(C)C)CC1 (centres undefined),-25.9%,2.6,-13.1%,-6.9%,-2.7,-8.4%,-4.0%,-7.9
CC(=O)Oc1cc2c(C(=O)NCCN3CCOCC3)c(C)oc2c2ccccc12,8.3%,-1.3,4.5%,-7.9%,-0.6,-2.3%,-0.7%,0.4
COCCn1c(=O)[nH]c2cc(C(=O)NCCc3ccc(S(N)(=O)=O)cc3)ccc2c1=O,-11.5%,-0.7,7.2%,-6.6%,0.8,4.2%,5.8%,0.3
COc1ccc(CNC(=O)c2cnc3cc(C)ccn3c2=O)cc1,-1.6%,-8.1,23.7%,-1.0%,1.3,-6.2%,1.7%,3.3
Cn1c(C(C(=O)NCC2CCCO2)N(CCc2ccccc2)C(=O)Cn2nnc3ccccc32)nc2ccccc21 (centres undefined),2.7%,-3.1,-4.7%,3.7%,-0.7,3.3%,-6.6%,0.2
CC(C)(C)c1nnc(NC(=O)C2CCN(c3ncccn3)CC2)s1,9.3%,·,8.8%,-10.6%,-2.7,9.0%,-5.3%,-2.1
O=C(Nc1cc(Cl)cc(Cl)c1)c1cccnc1,-13.2%,7.8,7.4%,2.7%,-4.0,-0.1%,2.7%,-1.7
Cc1cccc(C)c1NC(=O)C1(C)CN(S(C)(=O)=O)CC(=O)N1CCc1ccccc1F (centres undefined),7.7%,-1.2,5.1%,0.0%,·,-7.2%,-0.6%,-0.5
CCN(c1ccc(OC)cc1)S(=O)(=O)c1ccc2c(c1)NC(=O)CS2,5.1%,-7.0,-3.9%,-16.1%,-0.4,-0.7%,12.9%,-3.6
Cc1nc(C(F)(F)F)ccc1C(=O)N1CCC1(C)C(=O)NS(=O)(=O)c1cccc(F)c1 (centres undefined),-1.2%,-4.5,-10.8%,1.2%,0.5,5.4%[57.1 µM],-4.6%,0.4
Cc1ccc(S(=O)(=O)N2Cc3ccccc3CC2C(=O)N(C)C)cc1 (centres undefined),4.3%,-0.6,4.0%,2.0%,0.2,4.2%,7.6%,-1.9
